FN deposit inh: inhibitors of fibronectin matrix deposition, primary screen, AH1F cells, Alexa488-fibronectin fluorescence, plate reader | AH1F fibroblasts, overnight | inhibition, % at 12.6 µM | hit rate 0.086% among 350,000;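 active = mean inhibition across replicates of 30% or more, regardless of how many single replicates reach that level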;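 also: positive control wells lacked labelled fibronectin entirely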
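Material: AH1F fibroblast monolayer depositing Alexa488-labelled fibronectin into matrix / Amount: 10000 AH1F cells per well / Signal: fluorescence 485/525 nm / Medium: DMEM, 2% serum / Compound: single dose, pinned / Incubation: 1 h cell adhesion before compound, then overnight fibronectin incubation / Reagent: Alexa488-FN, 24 nM final / Read-out: inhibition of fibronectin deposition signal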
esBAF inh: Bmi1 luciferase reporter increase in mESCs, primary screen, esBAF inhibitor project, mouse ES cells, Bmi1 luciferase knock-in, single point; 24 h; 100% = twice the neutral-well signal; reporter increase, % at 12.5 µM; hit rate 2% among 350,000; in the data active = activation above about 40%;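 also: 0% = median of the plate's neutral control wells and 100% = double that signal; a rise in the Bmi1 reporter signal indicates esBAF inhibition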
S100A4 MyoIIA: inhibitors of S100A4-myosin IIA peptide binding, primary screen, biochemical, fluorescence polarization, TAMRA-MyoIIA peptide. inhibition, % at 10.7 µM. hit rate 0.14% among 360,000;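 active = mean inhibition of at least 70% across replicates, with every replicate also reaching that level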
Target sequence (P26447 whole entry, looked up): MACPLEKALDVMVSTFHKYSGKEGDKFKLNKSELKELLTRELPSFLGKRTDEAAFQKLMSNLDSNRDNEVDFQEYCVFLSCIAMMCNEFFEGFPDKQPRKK
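Test system: S100A4 monomer protein. Medium: HEPES buffer with Ca2+, pH 7.2. Reagent: fluorescent myosin IIA peptide, 5 nM. Compound dosing: single-point compound testing. Timing: 5 min between mix addition and reading. Benchmarks: DMSO neutral and TFP positive wells.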
SIRT5 inh: SIRT5 desuccinylase inhibitors, primary screen, biochemical, fluorescence imaging, single point, set 5; NAD-dependent protein deacylase sirtuin-5, mitochondrial (Homo sapiens), Q9NXA8; Purified SirT5, succinyl-peptide AMC, trypsin-coupled fluorescence; inhibition, % at 15 µM; hit rate 1.1% among 330,000; AID 652115, 2013; in the data active = inhibition above about 15%
Target sequence (Q9NXA8 whole entry, looked up): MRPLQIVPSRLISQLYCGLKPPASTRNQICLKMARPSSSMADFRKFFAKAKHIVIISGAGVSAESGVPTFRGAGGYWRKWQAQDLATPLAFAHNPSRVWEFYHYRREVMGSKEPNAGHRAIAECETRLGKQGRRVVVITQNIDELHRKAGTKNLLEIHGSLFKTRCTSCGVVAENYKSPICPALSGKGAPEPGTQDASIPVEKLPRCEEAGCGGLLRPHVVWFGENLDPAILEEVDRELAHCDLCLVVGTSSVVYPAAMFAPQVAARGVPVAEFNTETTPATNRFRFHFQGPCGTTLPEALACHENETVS
CASP6 VEID inh: human caspase-6 inhibitors, primary screen, biochemical, VEID-R110 fluorescence, single point, set 2; P55212; purified caspase-6, Z-VEID-R110 cleavage fluorescence; inhibition, % at 12.5 µM; hit rate 0.53% among 350,000; AID 686996, 2013;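 active = mean inhibition across replicates at least about 35%, with every replicate also reaching that limit, limit read from the data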;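 also: 0% = median of neutral control wells and 100% = no fluorescence left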
Target sequence (P55212 24-179 limits assumed): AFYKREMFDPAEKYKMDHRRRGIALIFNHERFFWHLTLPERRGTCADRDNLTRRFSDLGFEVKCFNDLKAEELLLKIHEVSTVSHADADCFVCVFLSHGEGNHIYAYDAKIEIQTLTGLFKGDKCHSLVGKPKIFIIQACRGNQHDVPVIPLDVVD
Target sequence (P55212 194-293 limits assumed): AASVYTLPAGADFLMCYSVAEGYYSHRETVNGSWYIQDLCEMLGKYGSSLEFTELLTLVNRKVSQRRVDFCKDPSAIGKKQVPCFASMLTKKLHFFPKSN
LGR2 antag: inhibitors of bursicon-induced LGR2 CRE-luciferase signal, primary screen, cell-based, HEK293, CRE-luciferase reporter, bursicon stimulation; Drosophila bursicon receptor LGR2 (rickets); inhibition, % at 9.99 µM; AID 720647, 2013; bursicon-stimulated, 4 h; hit rate 0.35% among 380,000;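 active = drop in luminescence signal, shown as inhibition above about 50% in the replicate tests, limit read from the data, passing the limit was not always enough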;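 also: agonist challenge used bursicon conditioned medium at about half maximal strength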
C2C12 statin: suppressors of statin myotoxicity in C2C12 myotubes, primary screen, cell-based, single point, plate reader | hit rate 0.78% among 330,000 | C2C12 myotubes + simvastatin, ATP luminescence, 48 h; scaled: DMSO 0, geranylgeraniol control 100 | rescue of ATP level, % at 7.49 µM;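 active = mean ATP rescue above about 67%, or every replicate alone reaching that limit, limit read from the data, passing the limit was not always enough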;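 also: myotubes were challenged with 10 µM simvastatin during compound exposure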
Numbers without * were called inactive; nt = no result given. Only part of the results is shown; the hit share may differ from the screen's.

SMILES	FN deposit inh	esBAF inh	S100A4 MyoIIA	SIRT5 inh	CASP6 VEID inh	LGR2 antag	C2C12 statin
CCN(CC(=O)Nc1cc(Cl)ccc1C)C(=O)CCS(=O)(=O)c1ccc(C)cc1	-3	nt	-3	1	0	2	-4
CCn1c(C)cc(C(=O)CN2C(=O)c3ccccc3S2(=O)=O)c1C	3	-77	-8	-3	1	72*	-2
Cn1c(SCC(=O)Nc2ccccc2)nnc1-c1ccc2nonc2c1	-10	1	5	-2	0	-3	-4
COc1ccc(CC(=O)Nc2ccc(S(=O)(=O)Nc3nc(C)cc(C)n3)cc2)cc1	2	2	nt	nt	nt	-2	-11
Cc1cc(OCC(=O)NNC(=O)c2ccncc2)ccc1C(C)C	-3	21	0	-2	3	14	-7
Cc1cccc(Nc2ncnc(N)n2)c1	22	7	2	-2	-1	8	-15
CNC(=O)c1ccsc1NC(=O)CCS(=O)(=O)c1ccc(F)cc1	1	-5	23	-2	-5	-5	33
C[C@@H]1CN([C@H](C)CO)C(=O)c2cc(C#CC3CC3)cnc2O[C@H]1CN(C)C(=O)c1ccccc1	nt	3	-10	0	1	0	5
Cc1ccc(SCC(=O)NN2C(=O)c3ccccc3C2=O)cc1	-13	-6	-3	1	0	-7	3
CCCCSc1nc(C)cc(NC(=S)Nc2ccc(OC)cc2)n1	10	-5	nt	nt	nt	nt	2
COc1ccc(Cc2nnc(NC(=O)c3ccc(Cl)c([N+](=O)[O-])c3)s2)cc1	-4	-6	nt	nt	nt	nt	0
O=c1c(Cc2ccccc2O)c(O)nc2n1CCCS2	-2	5	1	-2	6	34	12
Cc1ccc(NC(=O)NC(=O)N(c2ccccc2)S(C)(=O)=O)cc1	-9	76*	nt	nt	nt	nt	-8
CCCNC(=O)N1CC2(CCN(C(=O)CCC)CC2)c2c(n(C)c3cc(OC)ccc23)[C@H]1CO	nt	nt	-1	-4	-5	-13	nt
Cc1ccccc1S(=O)(=O)N1C[C@@H](O)COC[C@@H]2O[C@H](CC(=O)N3CCN(C)CC3)CC[C@H]21	1	0	0	4	-1	-13	12
C[C@@H]1CN([C@@H](C)CO)C(=O)c2cc(C#CCN(C)C)cnc2O[C@H]1CN(C)Cc1ccc(F)cc1	-15	2	-1	-3	-35	4	13
COc1cccc(CNC(=O)C[C@H]2CC[C@@H]3[C@H](COc4ccc(NC(=O)c5cccs5)cc4C(=O)N3C)O2)c1	2	-8	9	-1	5	21	17
Clc1ccc(/C=N/Nc2ncnc3nc[nH]c23)cc1	-2	11	9	-4	-3	-41	13
CC(C)(C)c1cc(P(=O)(c2ccccc2)c2ccccc2)ccc1O	-6	nt	-4	0	-2	8	nt
COc1ccc(NC(=S)N(CCN2CCCCC2)Cc2ccco2)cc1	0	0	-2	-7	-8	-15	-10

Not a retest: an excerpt of the list.
SMILES	FN deposit inh	esBAF inh	S100A4 MyoIIA	SIRT5 inh	CASP6 VEID inh	LGR2 antag	C2C12 statin
Cn1c(SCC(=O)Nc2ccccc2)nnc1-c1ccc2nonc2c1	-10	1	5	-2	0	-3	-4
COc1ccc(CC(=O)Nc2ccc(S(=O)(=O)Nc3nc(C)cc(C)n3)cc2)cc1	2	2	nt	nt	nt	-2	-11
Cc1cc(OCC(=O)NNC(=O)c2ccncc2)ccc1C(C)C	-3	21	0	-2	3	14	-7
Cc1cccc(Nc2ncnc(N)n2)c1	22	7	2	-2	-1	8	-15
CNC(=O)c1ccsc1NC(=O)CCS(=O)(=O)c1ccc(F)cc1	1	-5	23	-2	-5	-5	33
C[C@@H]1CN([C@H](C)CO)C(=O)c2cc(C#CC3CC3)cnc2O[C@H]1CN(C)C(=O)c1ccccc1	nt	3	-10	0	1	0	5
Cc1ccc(SCC(=O)NN2C(=O)c3ccccc3C2=O)cc1	-13	-6	-3	1	0	-7	3
CCCCSc1nc(C)cc(NC(=S)Nc2ccc(OC)cc2)n1	10	-5	nt	nt	nt	nt	2
COc1ccc(Cc2nnc(NC(=O)c3ccc(Cl)c([N+](=O)[O-])c3)s2)cc1	-4	-6	nt	nt	nt	nt	0
O=c1c(Cc2ccccc2O)c(O)nc2n1CCCS2	-2	5	1	-2	6	34	12
Cc1ccc(NC(=O)NC(=O)N(c2ccccc2)S(C)(=O)=O)cc1	-9	76*	nt	nt	nt	nt	-8
CCCNC(=O)N1CC2(CCN(C(=O)CCC)CC2)c2c(n(C)c3cc(OC)ccc23)[C@H]1CO	nt	nt	-1	-4	-5	-13	nt
Cc1ccccc1S(=O)(=O)N1C[C@@H](O)COC[C@@H]2O[C@H](CC(=O)N3CCN(C)CC3)CC[C@H]21	1	0	0	4	-1	-13	12
C[C@@H]1CN([C@@H](C)CO)C(=O)c2cc(C#CCN(C)C)cnc2O[C@H]1CN(C)Cc1ccc(F)cc1	-15	2	-1	-3	-35	4	13
COc1cccc(CNC(=O)C[C@H]2CC[C@@H]3[C@H](COc4ccc(NC(=O)c5cccs5)cc4C(=O)N3C)O2)c1	2	-8	9	-1	5	21	17
Clc1ccc(/C=N/Nc2ncnc3nc[nH]c23)cc1	-2	11	9	-4	-3	-41	13
CC(C)(C)c1cc(P(=O)(c2ccccc2)c2ccccc2)ccc1O	-6	nt	-4	0	-2	8	nt
COc1ccc(NC(=S)N(CCN2CCCCC2)Cc2ccco2)cc1	0	0	-2	-7	-8	-15	-10

(more compounds)
SMILES	FN deposit inh	esBAF inh	S100A4 MyoIIA	SIRT5 inh	CASP6 VEID inh	LGR2 antag	C2C12 statin
COc1cccc(N=C2NC(=O)/C(=C/c3cc([N+](=O)[O-])ccc3O)S2)c1	3	-2	6	-12	1	-1	7
CC1CCN(C(=O)c2cccc(NC(=O)c3cccs3)c2)CC1	-8	6	1	nt	2	17	26
COc1ccc(S(=O)(=O)N(C)C[C@@H]2Oc3ccc(NS(=O)(=O)c4ccc(Cl)cc4)cc3CC(=O)N([C@@H](C)CO)C[C@H]2C)cc1	15	4	nt	nt	nt	8	73*
N=c1c2c(ncn1CCN1CCOCC1)Oc1cc(O)ccc1C2c1ccccc1 (stereo not given)	-3	nt	-22	-5	-4	15	nt
COc1cccc(NC(=O)C[C@@H]2CC[C@H]3[C@H](COc4ccc(NC(=O)C5CCCC5)cc4C(=O)N3C)O2)c1	4	nt	4	9	1	0	nt
CNCC[C@H](Oc1cccc2ccccc12)c1cccs1	7	-3	7	-3	-4	20	-7
COc1cc(O)c(C(=O)O)c(CCc2ccccc2)c1	6	4	-3	0	6	-19	14
O=C(c1ccc(N2CCN(C(=O)c3ccccc3)CC2)cc1)c1cccc(F)c1	6	-9	-2	-1	3	5	16
CSc1nc(C)c(CCO)c(=O)[nH]1	-17	nt	-1	5	0	33	nt
COc1ccc(C(=O)N/N=C/c2c(C)[nH]c(=O)[nH]c2=O)cc1	-4	1	-5	4	-6	8	8
C[C@H]1CN([C@@H](C)CO)C(=O)c2cc(-c3cccc(C(=O)N(C)C)c3)cnc2O[C@H]1CN(C)S(=O)(=O)c1ccc(F)cc1	nt	14	-25	1	-1	5	-25
CCCSc1nc2c(c(=O)[nH]c(=O)n2C)n1C	-4	2	nt	nt	nt	nt	92*
Cc1ccc(-n2cc(-c3ccc([N+](=O)[O-])cc3)[nH]c2=S)c(C)c1	-16	nt	-2	0	1	3	nt
O=C1N[C@@H](Cc2c[nH]c3ccccc23)C(=O)N[C@H]1Cc1ccccc1	-15	1	-1	5	-1	-16	-1
c1ccc(Cn2ncc3c(N4CCN(C(c5ccccc5)c5ccccc5)CC4)ncnc32)cc1	1	-3	-6	-5	-1	-12	5
COc1cccc(-c2cc(-c3cccnc3)c(C#N)c(N)n2)c1	1	-4	-1	-3	-3	-6	4
CC1CN(C(=O)CCC(=O)NCc2ccccc2)c2ccccc2O1 (stereo not given)	0	-9	-2	-3	1	16	-6
Cc1cccc(C(=O)N[C@H](C(=O)Nc2ccc(C)c(S(=O)(=O)N(C)C)c2)C(C)C)c1	-6	nt	-7	-3	-4	-3	nt
COc1ccccc1C(=O)Nc1ccc2c(c1)C(=O)N(C)C[C@H](OC)[C@H](C)CN[C@@H](C)CO2	-4	-3	-3	-3	2	17	15
COc1ccc(CNC(=O)CCn2c(=O)c3cccn3c3ccc(F)cc32)cc1	8	-2	-2	1	0	1	3
Cc1ccc2nc(-c3cccc(Cl)c3)c(Cc3ccccc3)n2c1	11	nt	-5	-6	-4	-52	nt
CCOC(=O)c1c(S(=O)(=O)NCCc2ccccc2)c(C)n(C)c1C	4	-4	2	0	2	2	4
CC(C)NC(=O)c1ccc(CN2CCC(Cc3ccccc3)CC2)cc1	-5	4	-2	-1	2	-2	6
C/C(N)=C(/C#N)C(=O)COC(=O)CCSc1ccccc1Cl	-4	1	nt	nt	nt	nt	7
CCCC#Cc1ccc([C@H]2[C@H](CO)N3C(=O)CN(C(=O)c4cccnc4)C[C@@H]23)cc1	7	nt	4	3	3	0	nt
COc1ccc(CC(=O)NCC2CCCN(Cc3ccc(SC)cc3)C2)cc1 (stereo not given)	-2	-4	-2	-5	-1	13	15
O=c1[nH]c(=S)c2[nH]c(=S)n(-c3ccccc3)c2[nH]1	-11	nt	1	nt	7	-6	99*
O=C1C(=O)c2ccccc2C(O)=C1c1cccc([N+](=O)[O-])c1	-10	nt	-7	-1	5	3	nt
COc1ccc(N2CCN(C(=O)COC(=O)CC(NC(N)=O)c3ccc(Cl)cc3)CC2)cc1 (stereo not given)	1	1	-2	1	1	-12	9
CN(C(=O)c1cccc(NC(=O)Cc2cccc(NC(=O)C3CCCN(C(=O)C4CC4)C3)c2)c1)C1CC1 (stereo not given)	2	8	0	-4	1	1	7
CC#CC(=O)N1CCC(CO)(CCc2ccccc2)CC1	0	6	9	nt	0	-10	-11
O=c1sc2ccccc2n1CCCOc1ccccc1	-4	81*	nt	nt	nt	nt	7
Cc1ccc(SCCNC(=S)Nc2ccc(C)cc2C)cc1	-27	nt	-3	0	1	47	nt
COCCNC(=O)C[C@H]1C[C@H]2c3cc(N(C)C)ccc3O[C@H]2[C@@H](CO)O1	nt	1	2	-2	-1	0	-9
C/C(CC1CC(COCC(C)C)OC1=O)=N\NC(N)=S (stereo not given)	-1	nt	0	-1	-2	-12	nt
COc1ccc(S(=O)(=O)N2CCC(C(=O)N3CCC(C(N)=O)CC3)CC2)cc1Cl	-3	nt	3	-1	0	31	nt
CC(C)C(NC(=O)CC12CC3CC(CC(C3)C1)C2)C(=O)O (stereo not given)	6	nt	0	nt	-2	3	nt
CC1CCN(c2nnc(-c3ccccc3)c3ccccc23)CC1	nt	nt	4	10	4	9	nt
CCOC(=O)C1(Cc2ccc(OC)cc2)CCN(C(=O)CCn2ccc(C)n2)CC1	-9	nt	4	0	0	6	nt
CSc1ccccc1C(=O)NC1CCCCCC1	nt	-12	nt	nt	nt	10	1
CC(=O)c1ccc(S(=O)(=O)Nc2c(C)nn(C)c2C)cc1	14	-2	-6	-2	43*	-30	3
Cc1cc(NC(=O)CCC(=O)NNC(=O)c2ccc(C(C)(C)C)cc2)no1	-1	nt	10	-3	29	12	nt
CC(=O)Nc1ccc(S(=O)(=O)NNc2cccc(C)c2)cc1	4	2	-1	-1	2	-15	13
Cc1cnc(NC(=O)COc2ccc3c(c2)CCC3)s1	-9	18	0	0	-3	-17	-26
Cc1sc2nc(SCC(N)=O)n(C)c(=O)c2c1C	3	-1	nt	nt	nt	nt	3

Source: PubChem BioAssay (Broad Institute)
